Screens (PubChem BioAssay)
CHRM4 agonist = human M4 muscarinic receptor agonists, primary screen, CHO-K1 cells, Fluo-8 calcium fluorescence; Muscarinic acetylcholine receptor M4 (Homo sapiens), P08173; CHO-K1 hM4/Gqi5; vehicle 0%, full acetylcholine response 100%; activation, % at 3 µM; 360,000 compounds, 0.14% hits;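 active means activation above the run mean over all test wells plus 3 SD, cut at about 32% in these data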;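 further: peak over basal fluorescence ratio per well then scaled between controls; 0% = DMSO wells and 100% = acetylcholine at EC100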
CHRM1 antagonist = human M1 muscarinic receptor antagonists, primary screen, CHO-K1 cells, Fluo-8 calcium fluorescence, 1536-well | Muscarinic acetylcholine receptor M1 (Homo sapiens), P11229 | CHO-K1 hM1, ACh EC80 antagonist | inhibition, % at 3 µM | 360,000 compounds, 1.3% hits | AID 588852, 2011;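 active means percent inhibition above its own plate's cutoff, namely the mean of that plate's compound wells plus 3 SD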;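 further: peak over basal fluorescence ratio during 140 s after agonist addition; 0% = ACh EC80 plus DMSO and 100% = DMSO alone without agonist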
CHRM5 agonist = human M5 muscarinic receptor agonists, primary screen, CHO-K1 cells, Fluo-8 calcium fluorescence | Muscarinic acetylcholine receptor M5 (Homo sapiens), P08912 | CHO-K1 hM5 cells; 0% DMSO wells, 100% maximal acetylcholine response | activation, % at 3 µM | 360,000 compounds, 0.19% hits | AID 624037, 2012;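 active means activation above the run's mean over test compounds plus 3 SD, cut at about 23% in these data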;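 further: signal is peak over basal fluorescence ratio across the kinetic read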
Target sequence (P08912 whole entry, looked up): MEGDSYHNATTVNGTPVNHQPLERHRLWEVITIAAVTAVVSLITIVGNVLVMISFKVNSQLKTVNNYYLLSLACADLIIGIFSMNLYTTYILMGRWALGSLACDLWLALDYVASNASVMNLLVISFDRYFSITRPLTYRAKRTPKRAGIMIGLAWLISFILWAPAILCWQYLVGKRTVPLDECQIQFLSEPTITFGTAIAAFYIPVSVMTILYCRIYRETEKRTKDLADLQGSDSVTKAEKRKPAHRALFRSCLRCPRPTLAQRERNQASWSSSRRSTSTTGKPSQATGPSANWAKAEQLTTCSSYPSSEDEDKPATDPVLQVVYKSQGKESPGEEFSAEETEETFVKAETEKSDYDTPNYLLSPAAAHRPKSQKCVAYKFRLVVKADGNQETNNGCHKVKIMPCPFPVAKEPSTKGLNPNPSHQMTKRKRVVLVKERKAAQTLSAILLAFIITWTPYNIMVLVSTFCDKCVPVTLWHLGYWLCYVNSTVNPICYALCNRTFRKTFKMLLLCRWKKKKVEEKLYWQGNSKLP
CHRM5 antagonist = human M5 muscarinic receptor antagonists, primary screen, CHO cells, Fluo-8 calcium fluorescence; Muscarinic acetylcholine receptor M5 (Homo sapiens), P08912; CHO-hM5 cells, ACh EC80; inhibition, % at 3 µM; 360,000 compounds, 0.59% hits; AID 624040, 2012;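 active means inhibition above a per-plate cutoff, the mean of that plate's test compounds plus 3 SD, cut at about 27% in these data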;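 further: 0% = acetylcholine EC80 with DMSO and 100% = DMSO without agonist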
CHRM4 antagonist = human M4 muscarinic receptor antagonists, primary screen, CHO cells, Fluo-8 calcium fluorescence; Muscarinic acetylcholine receptor M4 (Homo sapiens), P08173; CHO-hM4 cells, ACh EC80; AID 624125, 2012; 360,000 compounds, 0.73% hits; inhibition, % at 3 µM;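 active means inhibition above its plate's cutoff, the mean inhibition of sample wells plus 3 SD, cut at about 27% in these data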;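 further: 0% = acetylcholine EC80 with DMSO and 100% = DMSO without agonist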
CHRM1 agonist = human M1 muscarinic receptor agonists, primary screen, Fluo-8 calcium fluorescence, CHO-K1 cells, HTS | Muscarinic acetylcholine receptor M1 (Homo sapiens), P11229 | CHO-K1 hM1, agonist mode; 0% DMSO, 100% acetylcholine EC100 | activation, % at 3 µM | 360,000 compounds, 0.33% hits | AID 588814, 2011;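 active means activation above the run's mean compound activation plus 3 SD, cut at about 16% in these data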;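 further: peak over basal fluorescence ratio within a 140 s kinetic read after compound addition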
CHRM5 PAM = human M5 muscarinic receptor positive allosteric modulators, primary screen, CHO-K1 cells, Fluo-8 calcium fluorescence. Muscarinic acetylcholine receptor M5 (Homo sapiens), P08912. CHO-K1 hM5, ACh EC20 PAM; 0% = ACh EC20, 100% = ACh EC100. activation, % at 3 µM. 360,000 compounds, 0.3% hits;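 active means activation above the run cutoff, the mean activation of all test compounds plus 3 SD, cut at about 18% in these data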
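Measured by: Fluo-8 calcium fluorescence; material: human M5 receptor in CHO-K1 cells; schedule: Post-acetylcholine fluorescence recording 140 s; benchmarks: low control EC20 acetylcholine (0%), high control EC100 acetylcholine (100%); read-out: Max/basal fluorescence ratio as % of EC20–EC100 ACh window; compound: single dose, 3 µM nominal final test concentration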
M1 PAM = human M1 muscarinic receptor positive allosteric modulators, primary screen, CHO-K1 cells, Fluo-8 calcium fluorescence, 1536-well; Muscarinic acetylcholine receptor M1 (Homo sapiens), P11229; CHO-K1 hM1, ACh EC20; 0% = ACh EC20, 100% = maximal ACh; activation, % at 3 µM; 360,000 compounds, 0.088% hits; AID 588819, 2011; in the data active means activation above about 19%, passing the limit was not always enough
TAAR1 ag = human TAAR1 agonists, primary screen, Fluo-8 calcium fluorescence, CHO RD-HGA16 cells; Trace amine-associated receptor 1 (Homo sapiens), Q96RJ0; vehicle wells 0%, saturating PEA agonist 100%; activation, % at 3 µM; 360,000 compounds, 0.99% hits;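 active means activation above the mean activation of all test compounds in the run plus 3 SD, cut at about 38% in these data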
Target sequence (Q96RJ0 whole entry, looked up): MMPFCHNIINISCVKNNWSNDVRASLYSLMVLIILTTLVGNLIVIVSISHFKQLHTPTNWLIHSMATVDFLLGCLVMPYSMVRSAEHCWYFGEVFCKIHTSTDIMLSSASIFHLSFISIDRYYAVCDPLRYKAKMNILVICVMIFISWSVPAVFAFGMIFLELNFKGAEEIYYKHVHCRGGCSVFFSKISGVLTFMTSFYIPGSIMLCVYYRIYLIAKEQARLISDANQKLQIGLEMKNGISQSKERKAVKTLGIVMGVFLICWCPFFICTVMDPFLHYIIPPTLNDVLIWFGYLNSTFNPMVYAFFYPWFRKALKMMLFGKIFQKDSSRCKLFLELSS
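System: CHO-derived RD-HGA16 cells with stable Gα16 and human TAAR1 / Times: 17-24 h plating, Fluo-8 75 min 37 °C, 30 min RT / Technique: calcium-sensitive Fluo-8 signal, excitation 470-495, emission 515-575 nm / Measure: % activation relative to PEA EC100 response / Benchmarks: DMSO and PEA EC100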
* marks the source's active call; other numbers are inactive results; x = no result given.

SMILES	CHRM4 agonist	CHRM1 antagonist	CHRM5 agonist	CHRM5 antagonist	CHRM4 antagonist	CHRM1 agonist	CHRM5 PAM	M1 PAM	TAAR1 ag
O=S(=O)(c1ccc(Cl)cc1)c1nc(-c2ccccc2F)oc1NCCCN1CCOCC1	2	-20	-2	-10	-2	-1	8	16	1
COc1ccc(C2C(C(=O)OCC(=O)Nc3ccc(C)cc3)CCC(=O)N2c2ccc(OC)cc2)cc1 (stereo not drawn)	-1	-31	-5	4	-2	-5	-6	5	4
O=C(COC(=O)/C=C/c1cccc(Cl)c1)NC(=O)NCc1ccccc1	0	-5	0	11	-4	-2	5	9	9
COc1ccccc1CNC(=O)/C=C/c1ccc(Br)o1	0	2	-2	6	5	-5	2	4	-1
COc1cc(C(O)c2nc(-c3cccc(C#N)c3)cs2)ccc1F (stereo not drawn)	9	5	2	5	-10	-1	-9	-7	2
CCOc1ccc(NC(=O)Cc2c(O)c3ccccc3[nH]c2=O)cc1	0	-22	3	-2	-2	-2	3	11	7
O=C(C[C@@H]1CC[C@@H]2[C@H](COC[C@H](O)CN2Cc2cccc(C(F)(F)F)c2)O1)NCc1ccc(Cl)cc1	17	x	6	-2	-10	x	-5	x	8
O=C(O)CN1CCCC1=Nc1ccccc1	1	-13	0	-6	15	-4	-1	9	4
Cc1ccc(NC2=Nc3ccccc3CS2)cc1	-3	7	-6	-4	8	-5	3	-7	5
O=C(CCNc1ccc(Cc2ccncc2)cc1)c1ccc([N+](=O)[O-])cc1	7	19	-5	8	17	-7	-13	-25	3
O=C(Nc1ccc(S(=O)(=O)Nc2nccs2)cc1)c1nn(-c2ccccc2)ccc1=O	0	-6	-9	22	-10	-5	-9	2	1
CCC(=O)Nc1ccc(Br)cn1	0	-12	-3	3	0	-4	-2	13	0
O=C(N/N=C\c1cn[nH]c1-c1ccccc1)c1cccs1	3	-9	-3	19	-2	-5	-14	4	4
COc1cc(OC)c(C(=O)Nc2ccc(C(=O)c3ccccc3)cc2)cc1OC	1	-12	-1	-2	-5	-6	3	3	4
CCC1(c2ccccc2)NC(=O)N(Cc2cccc([N+](=O)[O-])c2)C1=O (stereo not drawn)	10	-15	-7	6	3	-5	-8	7	1
COc1ccc(N2CC(C(=O)Nc3nnc(Cc4ccccc4)s3)CC2=O)cc1 (stereo not drawn)	2	-12	0	-12	3	1	4	13	2
C=CCN1C(=O)C(CC(=O)Nc2ccccc2F)S/C1=N\c1nccs1 (stereo not drawn)	0	-6	0	1	6	-4	0	0	5
Cc1cnc(C(=O)Nc2ccc(N3CCCCC3)cc2)cn1	2	0	6	5	1	-2	3	5	5
CCCNCc1cc(OCC)c(OCC(=O)Nc2ccccc2)cc1Br	2	10	-2	5	2	-6	-3	-4	4
CC(Cl)C(=O)Nc1ccccc1C#N (stereo not drawn)	0	-6	-1	1	-6	-5	-4	8	3

A draw from above in order of heavy-atom count, falling.
SMILES	CHRM4 agonist	CHRM1 antagonist	CHRM5 agonist	CHRM5 antagonist	CHRM4 antagonist	CHRM1 agonist	CHRM5 PAM	M1 PAM	TAAR1 ag
O=C(Nc1ccc(S(=O)(=O)Nc2nccs2)cc1)c1nn(-c2ccccc2)ccc1=O	0	-6	-9	22	-10	-5	-9	2	1
O=C(CCNc1ccc(Cc2ccncc2)cc1)c1ccc([N+](=O)[O-])cc1	7	19	-5	8	17	-7	-13	-25	3
O=C(COC(=O)/C=C/c1cccc(Cl)c1)NC(=O)NCc1ccccc1	0	-5	0	11	-4	-2	5	9	9
COc1cc(C(O)c2nc(-c3cccc(C#N)c3)cs2)ccc1F (stereo not drawn)	9	5	2	5	-10	-1	-9	-7	2
Cc1cnc(C(=O)Nc2ccc(N3CCCCC3)cc2)cn1	2	0	6	5	1	-2	3	5	5
COc1ccccc1CNC(=O)/C=C/c1ccc(Br)o1	0	2	-2	6	5	-5	2	4	-1
Cc1ccc(NC2=Nc3ccccc3CS2)cc1	-3	7	-6	-4	8	-5	3	-7	5
O=C(O)CN1CCCC1=Nc1ccccc1	1	-13	0	-6	15	-4	-1	9	4
CC(Cl)C(=O)Nc1ccccc1C#N (stereo not drawn)	0	-6	-1	1	-6	-5	-4	8	3
CCC(=O)Nc1ccc(Br)cn1	0	-12	-3	3	0	-4	-2	13	0

Later entries.
SMILES	CHRM4 agonist	CHRM1 antagonist	CHRM5 agonist	CHRM5 antagonist	CHRM4 antagonist	CHRM1 agonist	CHRM5 PAM	M1 PAM	TAAR1 ag
CC(C)(C)S(=O)N1Cc2cc(C(=O)Nc3ccc(-c4ccccc4)cc3)nc(-c3cccc(-c4cc5ccccc5o4)c3)c2[C@@H]1CCO (stereo partly drawn)	1	-30	4	-5	-8	0	12	13	0
Cc1nc(CS(=O)(=O)c2ccccn2)sc1C(=O)NNC(=O)c1c(F)cccc1Cl	1	-12	4	-5	0	-3	3	5	0
CCOc1ccccc1N1CCN(S(=O)(=O)c2cccs2)CC1	2	9	0	-1	9	-2	-1	-4	10
c1ccc(Cn2c(NCc3ccco3)nc3ccccc32)cc1	2	16	-8	5	2	-6	-2	-12	12
C/C(=N\NC(=O)c1ccc(-c2ccccc2)cc1)C1C(=O)c2ccccc2C1=O	4	12	0	1	0	0	-5	-5	8
CCC(C)[C@H]1CN=C(N)N1CCCc1cc(OC)c(OC)c(OC)c1 (stereo partly drawn)	1	6	-2	-1	11	-9	-10	-5	11
Cc1ccc(Nc2c(-c3cccnc3)nc3ccc(Br)cn23)cc1	0	-16	4	2	-4	-3	1	12	4
CCc1ccc(N(C(=O)CNC(=O)c2ccco2)C(C(=O)NCC2CCCO2)c2ccccc2)cc1 (stereo not drawn)	6	4	2	10	5	-2	-11	-9	8
C=CCc1ccccc1OCC(=O)OCCNC(=O)c1cccnc1	0	-19	-2	1	-2	-2	5	3	7
COc1ccc(OC)c(C(O)c2nc3ccccc3n2C(C)C)c1 (stereo not drawn)	1	-27	-1	-3	-6	-2	5	10	1
CS(=O)(=O)c1nc(S(=O)(=O)c2ccc(Cl)cc2)c(N2CCCCCC2)s1	0	7	-4	-4	6	-4	5	2	0
O=C1CS/C(=N/N=C\c2ccn[nH]2)N1	1	-8	-2	10	-5	-2	0	7	4
O=C(O)CCNC(=O)c1ccc(Br)o1	0	-13	-2	-7	-4	-4	3	3	5
CNC(=O)[C@@H]1C[C@H]1[C@@H](NC(=O)OCc1ccccc1)c1ccccc1	2	-5	2	5	-2	-4	-7	4	1
Cc1nnc(SCC(=O)Nc2ccccc2)[nH]c1=O	3	6	2	1	10	-2	-9	7	14
O=C(NC1CCN(Cc2ccccc2)CC1)c1cc(S(=O)(=O)Nc2ccc(F)cc2)ccc1Cl	7	8	1	2	2	-2	-5	-3	16
Cc1nn(-c2nccs2)c2c1C(=O)CC(C)(C)C2Br (stereo not drawn)	0	1	-1	-1	8	-4	-5	0	11
CCO[C@@H]1OC(C(=O)NCc2nc3ccccc3[nH]2)=C[C@H](C(C)(C)C)[C@H]1CCCO	6	6	-1	6	-15	1	5	12	15
CCOC(=O)Cc1csc(NC(=O)c2c(-c3ccccc3)noc2C)n1	3	-18	-3	0	-7	-7	4	3	6
N=c1n(CCN2CCCCC2)c2ccccc2n1CC(O)COc1ccccc1 (stereo not drawn)	2	-1	-11	1	2	-5	-4	-6	3
Cc1ccc(N2CCN(c3ccc(C)cc3)C2c2cccnc2)cc1	3	-9	1	4	-3	-3	-3	4	2
Cc1cn([C@H]2C[C@H](O)[C@@H](CCC(=O)NC(c3ccccc3)c3ccccc3)O2)c(=O)[nH]c1=O	0	-7	1	-3	7	-4	2	3	1
CC1(C(=O)NCc2cccc3ccccc23)CCN1Cc1ccc2ccccc2c1 (stereo not drawn)	0	18	-3	2	6	-8	-13	-17	0
COc1ccc(Cn2c(=O)[nH]c3cc(C(=O)NCCCN4CCCCCC4)ccc3c2=O)cc1	0	1	-6	6	-6	-4	-3	2	0
COc1ccccc1C(=O)NNC(=S)NC(=O)c1sc2ccccc2c1Cl	5	0	2	3	1	22*	2	-5	145*
CC(C)(C)c1ccc(Oc2ccc(N)cn2)cc1	4	13	10	12	15	5	3	8	2
COc1ccc(CNC(=O)C[C@@H]2C=C[C@@H](NS(=O)(=O)c3cccc(OC)c3)[C@@H](CO)O2)cc1	2	x	-2	15	4	x	-11	x	2
COc1cccc(CN(C)CC(=O)Nc2ccccc2C(=O)Nc2ccccc2)c1OC	4	4	2	-7	1	-4	0	-1	2
COC(=O)N1CCc2c(sc(NC(=O)C3=COCCO3)c2C#N)C1	1	-25	6	1	-7	-6	4	18	0
CC(C)C(NC(=O)c1c(F)cccc1F)C(=O)NC1CC(C)(C)NC(C)(C)C1 (stereo not drawn)	0	1	-4	11	6	-7	0	2	3
C[C@H](CO)N1C[C@H](C)[C@@H](CN(C)S(=O)(=O)c2ccc(C#N)cc2)OCc2cnnn2CCCC1=O	0	-11	-1	2	2	-3	-2	5	2
COc1cc(/C=C/C(=O)N2CCN(C)CC2)cc(S(=O)(=O)N2CCc3ccccc32)c1OC	1	-5	-3	-3	21	-3	11	8	4
Cc1ccc[n+](/C(=C\C(=C=[N-])C#N)C(=O)c2ccc(Cl)cc2)c1	1	0	-3	13	-2	-7	2	2	0
Cc1cc2cc(CNC(=O)c3ccc(S(=O)(=O)N4CCOCC4)cc3)ccc2[nH]1	11	59*	2	13	29*	-8	-12	-32	3

Only part of the results is shown. The share of hits here may be higher or lower than overall.
